NCI-60 one-dose screen, 48 h, at 10 µM unless noted. Numbers give growth in % (100 = growth as untreated, 0 = no growth, -100 = all killed).
HS 578T = HS 578T breast cancer. 78,000 compounds, 4.1% hits. AID 1794788
UACC-257 = UACC-257 melanoma; 78,000 compounds, 4.4% hits; AID 1794764
MCF7 = MCF7 breast cancer; 82,000 compounds, 6.3% hits
MALME-3M = MALME-3M melanoma | 78,000 compounds, 5.8% hits
T-47D = T-47D breast cancer. 79,000 compounds, 5% hits
UACC-62 = UACC-62 melanoma | AID 1794756 | 81,000 compounds, 5.4% hits
BT-549 = BT-549 breast cancer | AID 1794793 | 78,000 compounds, 4.4% hits
LOX IMVI = LOX IMVI melanoma | 79,000 compounds, 7.4% hits
* hit, by the source's call; . = not tested or not shown; & = joins results of further samples; [ ] = another dose, or the depositor's remark. Rule for the calls: active = growth percent below 10; inactive = the rest. Compounds were not picked by outcome. About 11% of those tested had a hit in this group.

1: O=P(c1ccc(F)cc1)(c1ccc(F)cc1)c1ccc(F)cc1
2: CC1=CC(=O)C(C(C)C)=CC1=O
3: COc1cccc2c1Cc1ccccc1-2
4: C=CCc1cc(Cl)ccc1OC(=O)Nc1cccc(Cl)c1
5: Oc1cc(-[n+]2ccc3ccccc3c2)c(O)c2ccccc12
6: NS(=O)(=O)c1ccc(N/N=C(\CS(=O)(=O)c2ccccc2)c2cc3ccccc3o2)cc1

entry no. | 1 | 2 | 3 | 4 | 5 | 6
HS 578T | 109.0 | 105.1 | 102.7 | 101.8 | 88.8 | 96.9
UACC-257 | . | 89.6 | 101.5 | 100.4 | 91.2 | 93.8
MCF7 | 94.2 | 98.0 | 100.0 | 97.6 | 36.8 | 91.2
MALME-3M | 101.3 | 103.5 | 117.0 | 126.2 | 120.0 | 91.9
T-47D | 100.6 | 95.2 | 100.9 | 96.0 | 72.0 | 88.9
UACC-62 | 114.4 | 107.2 | 99.3 | 96.5 | 80.2 | 98.8
BT-549 | 103.0 | 109.2 | 105.8 | 98.9 | 77.8 | 97.0
LOX IMVI | 94.9 | 99.8 | 80.3 | 90.4 | 58.9 | 101.5

An excerpt from above in order of molar mass, low to high.
3: COc1cccc2c1Cc1ccccc1-2
1: O=P(c1ccc(F)cc1)(c1ccc(F)cc1)c1ccc(F)cc1
6: NS(=O)(=O)c1ccc(N/N=C(\CS(=O)(=O)c2ccccc2)c2cc3ccccc3o2)cc1

entry no. | 3 | 1 | 6
HS 578T | 102.7 | 109.0 | 96.9
UACC-257 | 101.5 | . | 93.8
MCF7 | 100.0 | 94.2 | 91.2
MALME-3M | 117.0 | 101.3 | 91.9
T-47D | 100.9 | 100.6 | 88.9
UACC-62 | 99.3 | 114.4 | 98.8
BT-549 | 105.8 | 103.0 | 97.0
LOX IMVI | 80.3 | 94.9 | 101.5

Following part:
7: CC1=C2CC[C@]2(C)[C@@]2(O)C[C@](C)(CO)C=C2C1=O
8: N#CC1=C(/N=C/c2ccccc2)Oc2c(ccc3ccccc23)C1c1ccccc1 (stereo unspecified)
9: CN1CCN(CCCCCN=c2cc3c(=O)n(CCCCCN4CCN(C)CC4)c(=O)c4c(NCCCCCN5CCN(C)CC5)cc5c(O)n(CCCCCN6CCN(C)CC6)c(=O)c2c5c4-3)CC1
10: NC(=O)c1cc(Cl)ccc1O
11: CC1=NN(c2ccccc2C)C(=O)C1
12: Cc1cc2oc3c(c2c(=O)[nH]1)C(=O)c1ccccc1C3=O

entry no. | 7 | 8 | 9 | 10 | 11 | 12
HS 578T | 105.0 | 18.5 | -2.4* | 81.6 | 110.8 | 111.8
UACC-257 | 103.8 | 53.6 | -11.4* | 84.6 | 109.4 | 96.2
MCF7 | 92.4 | 14.6 | -6.0* | 98.4 | 106.9 | 95.0
MALME-3M | 104.6 | 49.2 | . | 98.7 | 101.4 | 125.1
T-47D | 110.7 | 49.8 | 16.5 | 94.0 | 106.4 | 91.5
UACC-62 | 92.4 | 15.7 | 21.9 | 103.3 | 94.5 | 109.9
BT-549 | . | 4.2* | 11.4 | . | 100.9 | 96.7
LOX IMVI | 85.6 | 23.9 | 1.9* | 92.3 | 101.0 | 92.1

13: COC(=O)C1=C(C(=O)ON)[C@@H]2C=C[C@@]1([C@@H](Cc1ccccc1)Nc1ccccc1)O2
14: FC(F)(F)c1ccc(-c2cnc(-c3nn[nH]n3)nc2NC2CCCCCC2)cc1
15: Cc1cc(C(=O)Nc2ccc(SC#N)cc2)c(C)o1
16: C=C1CC2(OC1=O)C(=O)Nc1ccccc12 (stereo unspecified)
17: Cc1ccccc1-n1nnc(C(=O)Nc2nc3ccc(F)cc3s2)c1C
18: Cc1ccc2c(n1)C(=O)C(Cl)=C(Nc1ccccc1C(F)(F)F)C2=O

entry no. | 13 | 14 | 15 | 16 | 17 | 18
HS 578T | 109.3 | . | 112.5 | 83.1 | 73.6 | 99.4
UACC-257 | 94.8 | 81.6[50 µM] | 111.1 | 71.9 | 55.7 | 100.1
MCF7 | 90.8 | 50.4[50 µM] | 88.1 | 16.4 | 65.3 | 85.8
MALME-3M | -68.8* | 69.5[50 µM] | 107.0 | 12.4 | 50.6 | 101.7
T-47D | -35.9* | 46.9[50 µM] | 84.1 | 37.3 | 18.1 | 86.0
UACC-62 | 90.0 | 41.6[50 µM] | 93.1 | 72.9 | 59.2 | 94.9
BT-549 | 118.4 | 50.8[50 µM] | 75.4 | 75.3 | 36.8 | 144.2
LOX IMVI | 77.7 | 41.6[50 µM] | -41.2* | 35.3 | 75.0 | 97.6

19: COc1cc(C#N)ccc1S(=O)(=O)Nc1ccc2c(c1)cc(C)c(=O)n2C
20: CC(C)C1=C[C@@]23CC[C@@H]4[C@](C)(CCC[C@]4(C)C(=O)N4CCCC4)[C@H]2C[C@@H]1[C@H]1C(=O)CCC(=O)[C@H]13
21: CCOC(=O)c1cc(-c2ccccc2)[nH]c1NNC(=O)CCOC
22: Nc1c(C(=O)Nc2ccccc2)sc2nc3c(cc12)COCC3
23: C=CC(=O)Nc1cccc(-c2nc(SC)nc(NCC(C)C)c2C#N)c1
24: COc1ccc(NC(=O)c2sc3nc(C)c(C(C)=O)cc3c2N)cc1

entry no. | 19 | 20 | 21 | 22 | 23 | 24
HS 578T | 97.2 | 82.7 | 98.1 | 98.6 | 68.7 | 105.3
UACC-257 | 92.1 | 90.3 | 102.8 | 81.0 | 82.9 | 88.7
MCF7 | 83.4 | 74.9 | 116.8 | 82.5 | 71.0 | 95.7
MALME-3M | 93.8 | 111.1 | 119.1 | 99.3 | 84.0 | 115.4
T-47D | 77.2 | 76.2 | 107.9 | 77.5 | 59.7 | 82.7
UACC-62 | 82.9 | 67.1 | 99.4 | 83.4 | 83.1 | 92.9
BT-549 | 99.3 | 95.3 | 104.0 | 92.1 | 65.1 | 86.5
LOX IMVI | 95.4 | 83.5 | 98.3 | 95.9 | 82.2 | 104.9

25: NC(=O)c1cccc(-n2ccc3cc(NC(=O)Nc4ccc(Cl)c(C(F)(F)F)c4)ccc32)n1
26: CC(=O)Oc1cccc2c(OC(C)=O)cccc12
27: CCN(CC)CCNC(=O)C(Cl)=C1C(Cl)=C(Cl)C(Cl)=C1Cl
28: CC1=COC(C)(C2NC(C)(C)CC(C)O2)CC1 (stereo unspecified)
29: COc1ccc(S(=O)(=O)n2ccc(-c3ccc4c(c3)CCC(C)(C)O4)n2)cc1OC
30: Cc1ccc(C(=O)N=c2n(-c3ccccc3)nc3n2CCN3C2=NCCN2)cc1

entry no. | 25 | 26 | 27 | 28 | 29 | 30
HS 578T | 46.5 | 96.1 | 82.2 | 103.7 | 91.5 | 95.8
UACC-257 | 93.3 | 100.1 | 44.3 | 103.1 | 57.1 | 104.9
MCF7 | 43.8 | 113.1 | 28.7 | 109.9 | 64.3 | 89.1
MALME-3M | 87.8 | 121.6 | 58.0 | . | 114.0 | 106.1
T-47D | 68.5 | 99.6 | 56.6 | 122.1 | 43.7 | 92.9
UACC-62 | 70.9 | 85.1 | 55.1 | 103.6 | 63.9 | 101.8
BT-549 | 69.8 | 102.0 | 33.3 | 112.7 | . | 85.3
LOX IMVI | 76.9 | 96.8 | 22.6 | 102.6 | 76.7 | 91.2

31: O=C1NC2(Nc3ccccc31)C(=O)Nc1c(Cl)cc(Cl)cc12 (stereo unspecified)
32: Nc1ccccc1NC(=O)c1ccc(CN2CCC/C(=C\c3ccccn3)C2=O)cc1
33: O=C(CN1C(=O)CN(/N=C/c2ccc([N+](=O)[O-])o2)C1=O)c1ccc(Cl)cc1
34: O=C(CSc1nnc(-c2ccc(Cl)cc2)n1-c1ccccc1)Nc1ccc(F)cc1
35: O=C(Cc1ccccc1)Nc1nnc(NC2CCN(c3nnc(NC(=O)CC4CC4)s3)CC2)s1
36: COc1ccc(/C=C2\CN(C)CC3C2=NN(CCO)C3c2ccc(OC)c(OC)c2)cc1OC (stereo unspecified)

entry no. | 31 | 32 | 33 | 34 | 35 | 36
HS 578T | 100.5 | 36.2 | 93.3 | 61.4 | 85.3 | 91.6
UACC-257 | 109.9 | 26.3 | 94.4 | 98.8 | . | 94.4
MCF7 | 88.9 | 6.0* | 82.4 | 81.6 | 86.1 | 90.4
MALME-3M | 102.4 | 20.9 | 101.9 | 80.1 | 86.6 | 83.5
T-47D | 87.9 | 8.7* | 94.5 | 80.4 | 84.7 | 77.4
UACC-62 | 101.5 | -23.6* | 91.6 | 82.4 | 89.2 | 90.8
BT-549 | 99.3 | 52.9 | 102.7 | 93.2 | 82.3 | 106.2
LOX IMVI | 95.9 | . | 85.7 | 49.2 | 59.1 | 90.7

37: C[C@@H]1O[C@@H](O[C@H]2[C@@H](OC(=O)[C@]34CCC(C)(C)C[C@H]3C3=CC[C@@H]5[C@@]6(C)C[C@H](O)[C@H](O[C@@H]7O[C@H](CO)[C@@H](O)[C@H](O)[C@H]7O)[C@@](C)(CO)[C@@H]6CC[C@@]5(C)[C@]3(C)C[C@H]4O)OC[C@@H](O)[C@@H]2O)[C@H](O)[C@H](O[C@@H]2OC[C@@H](O)[C@H](O[C@@H]3OC[C@](O)(CO)[C@H]3O[C@@H]3OC[C@@H](O)[C@H](O)[C@H]3O)[C@H]2O)[C@H]1O[C@@H]1OC[C@](O)(CO)[C@H]1O
38: COc1ccc(Cl)cc1NC(=O)c1cc2c(n1C)-c1nc(N)sc1CCC2
39: CNC(=O)C(C(=O)OC)c1ccccc1 (stereo unspecified)
40: Cc1cc(NCc2cn(-c3ccc(C(F)(F)F)cc3)nc2-c2ccc(C(=O)O)cc2)ccc1F
41: O=C(Nc1ncccn1)c1ccc([N+](=O)[O-])cc1
42: COC1C(O)CC(OC2CC(OC3CC(O[C@@H]4C(=O)c5c(cc6cc(OC7CC(OC8CC(O)C(O)C(C)O8)C(O)C(C)O7)c(C)c(O)c6c5O)CC4[C@H](OC)C(=O)C(C)=O)OC(C)C3O)OC(C)C2O)OC1C (stereo partly specified)

entry no. | 37 | 38 | 39 | 40 | 41 | 42
HS 578T | 97.9 | 93.9 | 102.5 | 92.6 | 99.7 | 10.8
UACC-257 | 56.2 | 80.6 | 106.9 | 90.7 | 107.6 | -23.4*
MCF7 | 68.9 | 85.9 | 92.6 | 78.5 | 94.6 | 3.2*
MALME-3M | 89.9 | 83.6 | 90.1 | 118.7 | 117.0 | -30.6*
T-47D | 49.8 | 72.4 | 105.9 | 80.1 | 99.8 | -4.9*
UACC-62 | 79.2 | 67.3 | 96.6 | 80.3 | 107.6 | -30.3*
BT-549 | 74.4 | 97.7 | . | 76.7 | . | -18.8*
LOX IMVI | 81.3 | 87.0 | 99.2 | 83.5 | 101.0 | -2.0*

43: COc1ccc(Nc2nc(/N=C/c3ccc(O)cc3)n[nH]2)cc1
44: Cn1cc(-c2[nH][nH]c(=O)c2-c2cn(C)c3ccccc23)c2ccccc21
45: O=C1C[C@H](Sc2nc(-c3ccc(F)cc3)cc(C(F)(F)F)n2)[C@H]2CO[C@@H]1O2
46: Nc1[nH]nc2c1-c1nc3ccccc3n1C(Nc1ccccc1)N2 (stereo unspecified)
47: COc1ccc2nc3cc(Cl)ccc3c(Cl)c2c1
48: COc1ccc(C(=O)C(CCC(CNC(C)(C)C)C(=O)c2ccc(OC)cc2)CNC(C)(C)C)cc1 (stereo unspecified)

entry no. | 43 | 44 | 45 | 46 | 47 | 48
HS 578T | 121.2 | 88.0 | 109.5 | 83.6 | 88.0&111.1 | 99.2
UACC-257 | 104.6 | 74.5 | 103.8 | 106.7 | 98.9&114.5 | 103.7
MCF7 | 102.4 | 86.4 | 46.4 | 78.4 | 59.3&72.4 | 72.0
MALME-3M | 102.8 | 101.1 | 89.1 | 107.8 | 121.3 | 110.5
T-47D | 108.5 | 81.5 | 62.3 | 84.0 | 89.2&87.9 | 83.4
UACC-62 | 104.9 | 83.2 | 98.2 | 82.2 | 105.5&103.4 | 85.9
BT-549 | 119.9 | 86.2 | 111.1 | 108.3 | 100.4&108.6 | 106.7
LOX IMVI | 105.7 | 90.5 | 34.8 | 96.5 | 74.1&91.4 | 90.8

49: COc1ccc2[nH]c(=O)c(CSc3ccc(Nc4nccc(-c5ccc(Cl)cc5)n4)cc3)cc2c1
50: Cc1cccc(NC(=O)Nc2ccc(Nc3ncnc4[nH]c(C)c(C)c34)cc2F)c1
51: Cc1cc(Cl)ccc1Nc1nc(C(F)(F)F)ccc1C(=O)N/N=C/c1ccc(Cl)cc1
52: CCOC(=O)c1noc2c1CCc1c-2cn(Cc2ccc(OC)cc2)c1-c1cc(OC)c(OC)c(OC)c1
53: COc1ccc(/C=C/C(=O)c2ccc(NS(=O)(=O)c3c(O)c4cc(Cl)ccc4oc3=O)cc2)cc1
54: CCS(=O)(=O)NC(CO)C(=O)O (stereo unspecified)
55: CC(=O)N(CC(=O)N(CC(=O)O)c1ccc(Cl)cc1)c1ccc(Cl)cc1
56: c1ccc(-c2nc(-c3ccccc3)n(-c3nocc3-c3ccco3)n2)cc1
57: CNN(C)c1c(C)cccc1C

entry no. | 49 | 50 | 51 | 52 | 53 | 54 | 55 | 56 | 57
HS 578T | 63.8 | 86.4 | . | 8.4* | 93.6 | . | . | 110.9 | 102.2
UACC-257 | 120.1 | 107.3 | 16.6 | 54.3 | 81.1 | 94.8 | 100.4 | 122.7 | 113.1
MCF7 | 84.5 | 91.0 | 2.3* | 18.0 | 50.6 | 96.7 | 92.7 | 93.1 | 96.2
MALME-3M | 113.5 | 99.0 | -0.9* | 76.9 | 97.4 | 106.6 | 107.3 | 103.2 | 97.8
T-47D | 78.6 | 100.2 | -0.2* | 40.9 | . | 98.3 | 106.6 | 98.5 | 98.0
UACC-62 | 104.9 | 90.8 | -0.2* | 22.4 | 78.4 | 103.7 | 105.5 | 104.1 | 104.2
BT-549 | 104.0 | 107.2 | -7.4* | 19.6 | 80.9 | 103.3 | 115.4 | 110.1 | 98.0
LOX IMVI | 89.0 | 98.7 | 0.1* | 42.3 | 80.6 | 101.3 | 89.0 | 99.2 | 96.5

Bioassay records from PubChem.
